Screens: PubChem, several laboratories
MsrA act: bovine MsrA enzyme activators, primary screen, biochemical, absorbance, HTS; 360,000 compounds, 0.3% hits; purified bovine MsrA, absorbance read-out; activation, % at 10.6 µM; in the data active = activation above about 7.5%;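 note: 0% = vehicle and 100% = reference activator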
TbMetRS inhib: T. brucei MetRS inhibitors, primary screen, biochemical, luminescence. purified T. brucei MetRS, ATP depletion, Kinase-Glo luminescence. methionyl-tRNA synthetase (Trypanosoma brucei brucei). inhibition, % at 11.9 µM. 360,000 compounds, 0.4% hits. AID 624268, 2012;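 active = inhibition above a per-plate cutoff of the control wells' mean inhibition plus 3 SD, cut at about 5.5% in these data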;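 note: 0% = DMSO wells median and 100% = median of wells with control inhibitor compound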
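Measured by: Kinase-Glo luciferase luminescence reporting remaining unconsumed ATP. Material: purified T. brucei MetRS enzyme. Doses: 11.9 µM compound single dose, 0.9% DMSO. Medium: HEPES buffer containing pyrophosphatase, BSA, spermine, DTT. Times: 15 min preincubation, 2 h reaction, all 25 °C. Reagent: methionine, ATP and bulk E. coli tRNA.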
MsrA inh: bovine MsrA enzyme inhibitors, primary screen, biochemical, absorbance, HTS; inhibition, % at 15.5 µM; purified bovine MsrA, absorbance read-out; 360,000 compounds, 0.75% hits; Methionine sulfoxide reductase A (Bos taurus); in the data active = inhibition above about 4.5%;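 note: 0% = vehicle wells with enzyme and 100% = reference inhibitor wells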
FAS TE block: FAS thioesterase domain inhibitors, primary screen, biochemical, fluorescence intensity, uHTS | 360,000 compounds, 0.67% hits | inhibition, % at 15 µM | Fatty acid synthase (Homo sapiens), P49327 | recombinant FAS-TE, OMFH fluorogenic substrate, fluorescence endpoint;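 active = compounds whose normalised, plate-corrected inhibition of enzyme fluorescence in the single-dose primary screen is 50% or more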;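 note: 0% = DMSO with enzyme and 100% = substrate without enzyme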
SKN-1 inh: suppressors of acrylamide-induced Pgst-4::GFP reporter in worms, primary screen, SKN-1 inhibitor project, whole organism, uHTS, GFP/RFP fluorescence ratio, strain VP596; C. elegans VP596 Pgst-4::GFP/RFP ratio, 24 h; inhibition, % at 21.8 µM; 360,000 compounds, 0.49% hits; AID 624304, 2012;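 active = interference check ratio from 0.5 to 1.5 plus GFP to RFP signal ratio inhibition reaching or exceeding a fixed threshold, cut at about 30% in these data, passing the limit was not always enough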; note: some compounds called inactive have numbers as strong as hits
CendR NRP1 mod: modulators of CendR peptide binding to NRP-1, primary screen, biochemical, fluorescence polarization, uHTS | Neuropilin-1 (Homo sapiens), O14786 | FAM-RPARPAR peptide binding to NRP-1 | inhibition, % at 25 µM | 360,000 compounds, 0.85% hits;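 active = inhibition or corrected inhibition above about 18%, plus a signal ratio from 0.5 to 1.5, limit read from the data, passing the limit was not always enough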; note: strong numbers were not always called active
PABP1 MLLE inh: inhibitors of PABP1 MLLE–PAM2 peptide binding, primary screen, biochemical, fluorescence polarization, FITC-PAM2, GST-MLLE; AID 588489, 2011; Polyadenylate-binding protein 1 (Homo sapiens), P11940; 360,000 compounds, 0.36% hits; inhibition, % at 20 µM; in the data active = inhibition above about 35%, passing the limit was not always enough;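 note: plate controls were DMSO wells with GST-MLLE for no effect and wells lacking GST-MLLE protein for full effect; some results filed as inactive read as strong as hits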
MT1-MMP act inh: blockers of MT1-MMP proenzyme processing, primary screen, HT1080 RFP-PRO-GFP cells, GFP/RFP fluorescence; Matrix metalloproteinase-14 (Homo sapiens), P50281; GFP/RFP ratio fluorescence, overnight; percent of plate control window, DMSO zero; GFP/RFP ratio change, % at 20 µM; 360,000 compounds, 0.061% hits;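 active = GFP/RFP ratio change of at least 30% with cell ATP level not reduced by more than half and red fluorescence within 50% of control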; note: strong numbers were not always called active
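Read-out: GFP/RFP fluorescence ratio; Test system: RFP-PRO-GFP reporter HT1080 cells; Compound dosing: single-point 20 µM compound, 1% DMSO; Times: overnight compound exposure at 37 °C.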
E coli Lon inh: inhibitors of E. coli Lon protease, primary screen, biochemical, fluorescence polarization. P0A9M0. purified E. coli Lon protease. 360,000 compounds, 0.42% hits. inhibition, % at 7.94 µM; in the data active = inhibition above about 13%, passing the limit was not always enough;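 note: 0% = enzyme with probe and DMSO and 100% = no enzyme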
Target sequence (P0A9M0 whole entry, looked up): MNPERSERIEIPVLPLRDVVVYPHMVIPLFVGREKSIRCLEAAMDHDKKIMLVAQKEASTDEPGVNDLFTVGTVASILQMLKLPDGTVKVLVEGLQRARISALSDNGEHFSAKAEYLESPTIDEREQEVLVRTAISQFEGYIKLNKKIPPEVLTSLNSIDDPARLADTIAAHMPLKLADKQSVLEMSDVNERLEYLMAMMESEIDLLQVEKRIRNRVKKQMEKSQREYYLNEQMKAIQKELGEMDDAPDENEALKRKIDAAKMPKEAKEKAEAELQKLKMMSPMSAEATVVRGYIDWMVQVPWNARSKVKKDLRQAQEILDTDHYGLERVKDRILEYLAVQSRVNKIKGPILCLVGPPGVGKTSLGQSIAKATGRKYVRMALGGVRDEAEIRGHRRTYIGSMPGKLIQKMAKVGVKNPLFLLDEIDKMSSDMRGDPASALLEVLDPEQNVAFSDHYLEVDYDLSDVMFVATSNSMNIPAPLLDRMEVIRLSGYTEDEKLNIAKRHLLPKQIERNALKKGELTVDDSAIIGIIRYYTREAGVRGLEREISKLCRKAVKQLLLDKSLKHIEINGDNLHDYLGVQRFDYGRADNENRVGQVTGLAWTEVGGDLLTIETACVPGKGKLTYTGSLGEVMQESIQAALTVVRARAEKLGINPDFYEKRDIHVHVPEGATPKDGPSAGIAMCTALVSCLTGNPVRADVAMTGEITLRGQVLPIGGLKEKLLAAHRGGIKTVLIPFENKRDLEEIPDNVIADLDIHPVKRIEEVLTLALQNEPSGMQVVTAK
Active calls of the source: *; x = no result given. Random draw from the library. About 4% of those tested had a hit in this group.

SMILES	MsrA act	TbMetRS inhib	MsrA inh	FAS TE block	SKN-1 inh	CendR NRP1 mod	PABP1 MLLE inh	MT1-MMP act inh	E coli Lon inh
CC1CN(C(=O)Nc2ccc(Br)cc2Cl)CC(C)O1 (stereo unspecified)	-2.1	0.2	-1.4	-3.5	-9.5	13.2	1.9	5.1	4.9
O=C(c1sc2ccccc2c1Cl)N1CCN(c2ccccn2)CC1	-1.1	-0.2	1.5	14.2	24.3	9.5	9.8	2.9	-0.5
COc1ccc(NC(=O)/C(N=Nc2cccc(S(=O)(=O)Nc3ccc(SC(F)F)cc3)c2)=C(\C)O)cc1	-8.2	-0.4	1.4	32.9	-20.0	2.2	8.7	8.1	2.2
CC1(C)CC(NC(=O)c2cc(Cl)ccc2Cl)CC(C)(C)N1	-1.9	-1.0	-0.7	-8.2	15.5	1.7	-8.1	-3.3	3.2
COc1ccccc1NS(=O)(=O)c1cccc(C(=O)NCC(c2ccccc2OC)N2CCCC2)c1 (stereo unspecified)	-0.1	-0.5	-0.5	-6.8	4.4	2.8	-11.1	-1.9	-17.4
COCCNC(=O)COC(=O)/C=C/c1cnc2ccccc2n1	-4.6	-0.7	1.3	-37.9	29.1	-7.1	-2.8	0.5	-4.9
Cn1c(CO)cnc1SCc1ccc([N+](=O)[O-])cc1	-10.9	-1.3	0.8	-2.6	-11.9	3.0	-35.5	9.8	-3.2
Cc1ccc(C)c(OCCN2C(=O)NC3(CCc4ccccc4C3)C2=O)c1 (stereo unspecified)	1.0	-0.5	0.4	22.4	6.7	7.6	-5.7	4.1	-7.8
Cc1ccnc(NS(=O)(=O)c2cc(-c3cc(C)no3)ccc2C(C)C)c1	-10.2	-0.4	0.5	-4.3	14.8	9.7	1.7	-2.1	13.6
O=C1c2cccnc2C(=O)N1Cc1ccc(S(=O)(=O)N2CCN(c3ccc(Cl)cc3)CC2)cc1	-0.4	-0.1	0.9	4.3	8.3	-4.6	-7.9	-3.1	-3.8
Cc1cccc(-c2nnc(SCC(=O)O)n2Cc2ccccc2)c1	-1.0	-0.9	-0.3	-3.1	2.1	-0.3	-23.8	-2.8	-7.4
COc1ccc(Br)cc1C=NNS(=O)(=O)c1ccc(C)cc1	-1.5	0.0	-0.2	6.3	18.7	-0.6	-12.2	0.7	18.9
O=C(Nc1ccccc1)c1cc(C2CCCCN2C(=O)CCc2ccccc2)on1 (stereo unspecified)	-2.1	-0.2	-1.9	11.5	20.6	-7.2	-2.6	-3.1	-3.3
CCCCCC(=O)Nc1nc(C)c(-c2csc(Nc3ccccc3OCC)n2)s1	-1.2	-0.2	0.3	9.8	-5.3	-17.8	-19.8	9.9	-17.5
CCCCCN(C(=O)CCC(=O)OCCOc1ccccc1Cl)c1c(N)n(CCCC)c(=O)[nH]c1=O	0.4	-0.3	0.4	2.3	-3.5	-4.5	-16.9	-10.1	-2.5
CCCC(=O)Nc1sc(C(=O)OC)c(C)c1C(N)=O	-4.8	-0.2	0.5	-6.3	-0.5	-23.4	18.4	-2.2	-6.8
CCOC(=O)N1CCC(NC(=O)C2CCN(c3ccc(N4CCOCC4)nn3)CC2)CC1	-4.5	-1.4	x	-6.6	-24.8	-7.4	8.5	-2.6	-2.2
CCN1C(=O)C(=O)N(CC(=O)c2cc(C)n(C3CC3)c2C)C1=O	-2.2	-0.2	0.3	-4.5	18.6	19.8	6.1	-1.7	-9.9
COc1ccc(-c2nnc(SCC(=O)NC(C)C)n2CC2CCCO2)cc1OC (stereo unspecified)	-5.8	-0.4	-2.5	-11.8	-6.1	0.2	-3.1	1.5	10.4
COc1c(N2CCN(C(=S)NC3CC4CCC3C4)C(C)C2)c(F)cc2c(=O)c(C(=O)O)cn(C3CC3)c12 (stereo unspecified)	-2.1	-0.3	0.3	5.2	0.8	-6.6	-116.8	-17.2	-0.5
CCN(c1ccccc1)S(=O)(=O)c1ccc(Oc2ccc(-n3ccnc3)cc2)nc1	0.7	-0.3	0.5	5.9	-1.4	-4.0	-6.0	-14.7	8.8
Cc1cc(C)cc(CC(=O)N2CCC2(C)C(=O)NS(=O)(=O)c2cccc(OC(F)F)c2)c1 (stereo unspecified)	-1.9	-0.1	0.4	-4.9	-4.0	-11.7	-2.1	2.8	-7.5
COc1cccc(/C=N/NC(=O)Cn2nc([N+](=O)[O-])cc2C)c1	-2.3	-0.3	-0.5	36.1	-0.8	5.9	-3.2	2.9	-3.8
COc1ccccc1C(=O)Nc1c2c(nn1-c1ccc([N+](=O)[O-])cc1)CS(=O)(=O)C2	-0.2	0.6	0.0	0.3	10.3	5.9	-9.3	1.2	-6.9
COc1cccc(OCc2nc(-c3ccc(Br)o3)no2)c1	-6.1	-0.5	-0.1	6.5	-9.9	-10.4	0.7	3.6	3.0
COc1ccc(OC)c(-c2nc(C)sc2CC(=O)O)c1	-2.2	-0.4	0.5	-7.0	12.5	-1.5	-15.1	-1.5	-7.4
Cc1cccc(C)c1NC(=O)CN(C)C(=O)c1ccc(-n2cncn2)c([N+](=O)[O-])c1	-11.3	0.0	-0.2	-1.8	-5.7	-8.5	10.4	7.7	-4.5
Cc1ccc(NC(=O)CCc2c(C)nn(-c3ccc(N4CCOCC4)nn3)c2C)cc1C	0.8	-0.3	0.4	-3.3	-9.5	7.2	-1.6	-5.8	-0.6
CN(C)c1ccc(C(=O)c2ccccc2C(=O)O)cc1[N+](=O)[O-]	-8.5	-0.8	2.9	-3.3	-12.6	-9.9	1.5	2.7	6.7
COc1ccc(-c2ccc(C(=O)NCc3ccccc3)c3occc23)c(C)c1	-1.9	-0.3	0.9	5.2	-1.1	-4.1	0.1	4.3	-9.3
COCCn1c(N)c(NCc2ccccc2)c(=O)n(CC(=O)Nc2cc(C)ccc2C)c1=O	-6.3	-1.2	0.2	-2.0	-6.5	17.2	-7.5	-3.9	4.5
O=c1[nH]nc(CSCc2ccccc2Cl)[nH]1	-1.4	-0.3	1.8	-6.6	3.9	1.0	-3.0	9.1	-5.5
CCc1ccc(N2CC(C(=O)OC)CC2=O)cc1 (stereo unspecified)	-0.8	0.3	0.7	-4.1	-0.3	3.7	-0.2	1.4	-1.7
CC(=O)Oc1ccc2ccc3ccc(C(C)=O)cc3c2c1	-11.3	-0.4	1.6	0.9	17.0	7.1	-9.6	-1.8	7.6
COc1ccc2oc(=O)cc(-c3cc4ccccc4o3)c2c1	-2.3	0.0	1.2	18.5	5.5	4.4	-8.1	-6.1	-7.0
O=C(c1ccco1)c1cn(CC(=O)N2CCCCCC2)c2ccccc12	-3.3	0.0	3.6	1.0	11.4	8.6	1.1	5.4	-1.9
NC(N)=NCCCC(NC(=O)c1ccccc1)C(=O)Nc1ccc2ccccc2c1 (stereo unspecified)	0.9	0.9	-0.3	5.7	-3.2	-12.5	0.8	0.3	-1.5
CC1CCC2(CC1)NC(=O)N(CC(=O)NC(=O)NC1CCCC1)C2=O (stereo unspecified)	-1.7	-0.1	-1.8	-4.8	5.3	6.1	-2.3	0.3	-3.8
COc1ccc(C(=O)NCCNC(=O)c2cnccn2)cc1	0.5	-0.1	0.4	-3.0	18.9	0.9	-5.2	-2.1	-0.9
O=C(OCC(=O)c1c[nH]c2ccccc12)c1cccc(O)c1	5.6	3.2	-0.4	-3.1	5.6	-12.2	3.4	1.8	-1.4
COc1ccc(N=C2SC(C(=O)O)CC(=O)N2Cc2ccc(OC)c(OC)c2)cc1 (stereo unspecified)	-11.2	-0.8	-0.6	-6.2	-22.6	-10.6	-2.5	-0.1	0.0
CCC(=NC)C1=C(O)CC(c2ccccc2)CC1=O (stereo unspecified)	-0.5	-1.0	-0.2	-5.2	-9.3	-2.2	-1.8	-0.1	-0.2
Cc1cc(C)c(C#N)c(SCCS(=O)(=O)Cc2ccccc2)n1	-2.1	-0.2	1.4	30.8	5.2	-4.3	7.9	4.6	4.5
CCSc1nc(O)c(C2OC(=O)c3c2ccc(OC)c3OC)c(=O)n1-c1ccccc1 (stereo unspecified)	-0.6	0.9	0.7	-5.8	9.7	-3.9	11.3	-8.6	6.4
Cc1nc(-c2cccc(S(=O)(=O)N3CC(C)CC(C)C3)c2)cs1 (stereo unspecified)	1.9	0.0	0.3	28.6	0.0	14.1	-2.5	-3.3	-2.4
CNC(=S)N1CCN(c2cccc(OC)c2)CC1	-1.0	0.1	0.4	-4.7	2.6	-5.7	-111.2	2.4	3.1
Cc1cccc(NC(=O)N(C)Cc2cccs2)c1	-3.6	-0.4	0.6	-1.7	12.8	-4.0	1.0	-0.9	-6.2
Cc1ccc(C(=O)Oc2ccc3ccc(=O)oc3c2)cc1	-1.2	0.1	0.2	-2.0	6.3	14.6	8.5	3.3	-2.7
CCc1nc2c(c(=O)c3ccccc3n2C)c(=O)n1-c1ccc(F)cc1	-4.5	-0.1	1.4	-3.0	14.8	-11.3	5.1	-0.6	5.0
COc1ccc2cc(CCN3C(=O)c4ccccc4C3=O)c(=O)[nH]c2c1	-3.2	-1.1	-0.1	-4.2	-8.5	3.8	-7.5	6.8	-5.9
O=C1NC[C@@H](Cc2cccc3ccccc23)N(CC2CCCCC2)C1=O	-4.2	-0.4	0.5	-3.4	-7.8	18.3	1.6	5.6	-17.3
COc1cc2c(cc1NC(=O)COC(=O)/C=C/c1ccc([N+](=O)[O-])cc1)oc1ccccc12	-2.0	0.1	-0.3	22.3	-4.1	-9.4	5.8	-7.1	0.4
COc1ccc(-n2c(=S)[nH]c3cc(C(=O)NCCCN4CCCC4=O)ccc3c2=O)c(OC)c1	0.3	0.1	0.8	-3.5	-2.7	8.5	20.4	-3.8	10.1
COc1ccc(N2CCN(C(=O)CCc3nc(-c4ccc(C)cc4)no3)CC2)cc1	-10.7	-0.7	0.5	13.2	-22.5	-9.0	-9.8	3.1	-0.3

Sorted by molar mass (falling): some entries from above
SMILES	MsrA act	TbMetRS inhib	MsrA inh	FAS TE block	SKN-1 inh	CendR NRP1 mod	PABP1 MLLE inh	MT1-MMP act inh	E coli Lon inh
COc1ccc(-n2c(=S)[nH]c3cc(C(=O)NCCCN4CCCC4=O)ccc3c2=O)c(OC)c1	0.3	0.1	0.8	-3.5	-2.7	8.5	20.4	-3.8	10.1
COc1cc2c(cc1NC(=O)COC(=O)/C=C/c1ccc([N+](=O)[O-])cc1)oc1ccccc12	-2.0	0.1	-0.3	22.3	-4.1	-9.4	5.8	-7.1	0.4
COc1ccc2cc(CCN3C(=O)c4ccccc4C3=O)c(=O)[nH]c2c1	-3.2	-1.1	-0.1	-4.2	-8.5	3.8	-7.5	6.8	-5.9
Cc1ccc(C(=O)Oc2ccc3ccc(=O)oc3c2)cc1	-1.2	0.1	0.2	-2.0	6.3	14.6	8.5	3.3	-2.7
